ERG Ets-DNA blk = qHTS for Small Molecule Inhibitors of the ERG Ets/DNA interaction; Potency, µM (highest dose often 76.9 µM), without a hit: at the top dose FP activity, negative = inhibition, hits mostly inhibitors; Transcriptional regulator ERG (Homo sapiens), P11308; fluorescence polarization, His-ERG Ets domain / labelled DNA; actives 0.028% (n = 370,000); active means well fitted inhibition curve with a large enough effect in the polarisation, with a control signal flat; inconclusive means small, poorly fitted or top-dose-only effect, or effect the other way, or a change in a side signal; inactive means no such curve, though single readings can be large or run the other way; the % refers to the polarisation;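 further: polarization taken with two DNA probes labelled with fluorescein and Texas red; potency means the concentration at half of the fitted maximal effect; % of control where 0% means no effect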
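His-tagged ERG Ets domain (1 uM in the protein solution; 300mM KCl, 50mM Tris-HCl, 1mM EDTA, 1mM DTT, pH 7.5) received compound, then a probe mix of 5 nM fluorescein-DNA and 100nM Texas-615-DNA. Fluorescence polarization was read for both dyes.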
PI4K2A inh = qHTS for small molecular inhibitors of PI4K2A; purified PI4K2A, ADP-Glo luminescence, 1 h; hits give low values; activity change, negative = inhibition, % at 76.9 µM; actives 0.13% (n = 420,000); in the data active means activity change below about -50%; inconclusive means mostly about -30% to -49%;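 further: -100% = wells without enzyme as full effect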
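ADP-Glo luminescence measured ADP generated by PI4K2A enzyme (4 ug/mL before mixing) with 1.2 mM PI substrate (pre-mix) and 300 microM ATP (pre-mix). Tris pH7.5 buffer with MgCl2, Triton X-100; 1 h reaction at ambient temperature.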
GLS inh = qHTS for Inhibitors of Glutaminase (GLS). Potency, µM (doses to about 45.5 µM), without a hit: top-dose activity change, negative = inhibition, most hits filed as inhibitors. actives 0.21% (n = 410,000). GLS enzymatic activity, qHTS titration; further: potency means the concentration at half of the fitted maximal effect; on the % scale 0 is the no-effect control and ±100 the full control effect
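hKGA in 45 mM KH2PO4 pH 8.2, 0.02% Tween-20 with pin-transferred compounds; 1 mM L-glutamine (stock) plus glutamate oxidase/HRP/Amplex Red coupling added. Fluorescence read initially and after 30 min at RT.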
HP1b chromo inh = HTS for Inhibitors of HP1-beta Chromodomain Interactions with Methylated Histone Tails | AID 540317, 2011 | Chromobox protein homolog 1 (Homo sapiens), P83916 | actives 0.56% (n = 390,000) | Potency, µM (doses to about 114 µM), inactives show at the highest dose activity change, negative = inhibition, hits mostly inhibitors | AlphaScreen HP1-beta / biotin-H3K9me3 peptide binding; further: potency means the concentration at half of the fitted maximal effect; nearly all actives have a fitted effect of over 70% in size; inactives centre near 23
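HP1-beta protein (50 nM final) preincubated 30 min at room temperature with biotinylated H3(1-18)K9me3 peptide (50 nM) in PBS pH 7.4, 0.01% Tween-20, then compound added for 30 min. AlphaScreen streptavidin donor/nickel chelate acceptor beads (10 ug/mL final), 30 min dark, luminescence read.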
G9a inh = qHTS Assay for Inhibitors of Histone Lysine Methyltransferase G9a. actives 8.8% (n = 350,000). Potency, µM (doses to about 102 µM), for inactives: at the top dose activity, negative = inhibition, usual class: inhibitors. G9a H3K9 monomethylation, AlphaScreen, 2 h; further: potency means the concentration at half of the fitted maximal effect; on the % scale 0 is the no-effect control and ±100 the full control effect; nearly all actives have a fitted effect of over 75% in size
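Using a bead-based AlphaScreen, monomethylated H3K9 product from 2 h room-temperature reactions (G9a 20 nM, peptide 500 nM, SAM 20 uM) was detected with 0.5 ug/mL rabbit anti-H3K9me1 antibody.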
BAZ2B inh = qHTS Assay for Inhibitors of BAZ2B | actives 4.4% (n = 360,000) | Potency, µM (titrated, usually from 114 µM), for inactives: top-dose activity change, negative = inhibition, hits mostly inhibitors | Bromodomain adjacent to zinc finger domain protein 2B (Homo sapiens), Q9UIF8 | AlphaScreen BAZ2B-H3K14Ac peptide displacement; further: potency means the concentration at half of the fitted maximal effect; on the % scale 0 is the no-effect control and ±100 the full control effect; nearly all actives have a fitted effect of over 60% in size
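AlphaScreen displacement of biotin-H3(5-23)K14Ac peptide (50 nM final) from BAZ2B (50 nM final) in PBS pH 7.4, 0.01% Tween-20; complex preformed 30 min RT, then compounds (top 110 uM) 30 min RT, beads 20 min dark.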
RGS4 inhibitor = Inhibitors of Regulator of G Protein Signaling (RGS) 4: qHTS | Transcreener GDP fluorescence polarization, RGS4-accelerated GTP hydrolysis | Regulator of G-protein signaling 4 (Homo sapiens), P49798 | AID 504845, 2011 | actives 0.039% (n = 390,000) | Potency, µM (doses to about 114 µM), inactives show top-dose activity change, negative = inhibition, hits mostly inhibitors; further: potency means the concentration at half of the fitted maximal effect; on the % scale 0 is the no-effect control and ±100 the full control effect; nearly all actives have a fitted effect of over 75% in size; some results filed as inactive show a strong effect at the top dose
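MLSMR compounds (23 nl, pin-transferred) preincubated 10 min at room temperature with a 500nM (2x) first reagent, then RGS4 at 900nM (2x) plus Transcreener GDP mix added; fluorescence polarization (620/688 nm) read before and after 90 min at 30 °C.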
JMJD2A Tudor = qHTS Assay for Inhibitors of JMJD2A-Tudor Domain | Potency, µM (doses to about 114 µM), for the others: at the highest dose activity change, negative = inhibition, usual class: inhibitors | Lysine-specific demethylase 4A (Homo sapiens), O75164 | actives 4.4% (n = 390,000) | AlphaScreen JMJD2A-Tudor / H3K4me3 peptide binding; further: potency means the concentration at half of the fitted maximal effect; on the % scale 0 is the no-effect control and ±100 the full control effect; nearly all actives have a fitted effect of over 50% in size
Target sequence (O75164 whole entry, looked up, the tested form may be a part): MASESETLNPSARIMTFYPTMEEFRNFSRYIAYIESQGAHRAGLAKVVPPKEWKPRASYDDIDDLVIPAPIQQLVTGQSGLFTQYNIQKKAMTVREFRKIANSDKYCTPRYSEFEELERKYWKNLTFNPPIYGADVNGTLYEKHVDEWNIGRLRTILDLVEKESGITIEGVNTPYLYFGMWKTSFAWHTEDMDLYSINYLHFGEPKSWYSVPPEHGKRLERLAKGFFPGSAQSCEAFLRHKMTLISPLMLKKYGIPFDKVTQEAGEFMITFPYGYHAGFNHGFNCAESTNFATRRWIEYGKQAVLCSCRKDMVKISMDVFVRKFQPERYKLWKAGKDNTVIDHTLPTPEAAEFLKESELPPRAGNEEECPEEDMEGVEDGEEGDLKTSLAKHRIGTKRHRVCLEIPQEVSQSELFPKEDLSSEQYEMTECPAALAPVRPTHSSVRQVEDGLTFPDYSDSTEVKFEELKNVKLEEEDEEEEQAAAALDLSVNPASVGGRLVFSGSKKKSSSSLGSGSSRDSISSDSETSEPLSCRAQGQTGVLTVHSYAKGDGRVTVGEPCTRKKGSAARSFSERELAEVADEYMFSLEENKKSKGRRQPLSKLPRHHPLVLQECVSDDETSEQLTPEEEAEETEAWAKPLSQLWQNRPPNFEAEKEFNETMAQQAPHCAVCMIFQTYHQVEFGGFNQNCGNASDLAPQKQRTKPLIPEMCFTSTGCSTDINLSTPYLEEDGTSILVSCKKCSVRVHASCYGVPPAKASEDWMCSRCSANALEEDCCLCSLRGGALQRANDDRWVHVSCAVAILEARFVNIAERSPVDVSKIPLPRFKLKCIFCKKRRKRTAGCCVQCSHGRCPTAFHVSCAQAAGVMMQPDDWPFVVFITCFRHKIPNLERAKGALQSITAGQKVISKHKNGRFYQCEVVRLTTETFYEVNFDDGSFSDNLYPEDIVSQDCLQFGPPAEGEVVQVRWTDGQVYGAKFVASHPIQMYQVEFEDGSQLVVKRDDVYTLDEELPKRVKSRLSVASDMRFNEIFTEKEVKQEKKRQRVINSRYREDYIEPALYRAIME
ALOX12 inh = Primary qHTS assay for inhibitors of human arachidonate 12S-lipoxygenase (ALOX12): Round 2 | Polyunsaturated fatty acid lipoxygenase ALOX12 (Homo sapiens), P18054 | purified 12hLO, xylenol orange hydroperoxide absorbance | Potency, µM (top dose mostly 108 µM), without a hit: top-dose activity change, negative = inhibition, actives largely listed as inhibitors | actives 1.1% (n = 580,000); further: potency means the concentration at half of the fitted maximal effect; on the % scale 0 is the no-effect control and ±100 the full control effect
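Purified human 12hLO at 150 nM in 25 mM Hepes, 0.01% Triton X-100, pH 7.0, preincubated 15 min at room temperature with compound. Reaction started with 40 uM arachidonic acid, 30 min at room temperature. Hydroperoxide measured by Fe-xylenol orange, 573/405 nm absorbance ratio.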
* = called active by the depositor; i = inactive; ? = inconclusive; . = no result given; & = joins results of further samples; [ ] = remark or other dose. Unless noted, the call rests on the fitted dose curve; in most records, active means well fitted curve in the direction sought with a large enough effect; inconclusive means small, poorly fitted or top-dose-only effect, or another doubt; inactive means no such curve, though single readings can be large; an effect the other way counts as inactive or inconclusive. Some of the compounds tested; count on the stated rates, not on these rows.

ERG Ets-DNA blk	PI4K2A inh	GLS inh	HP1b chromo inh	G9a inh	BAZ2B inh	RGS4 inhibitor	SMILES	JMJD2A Tudor	ALOX12 inh
9%	1	-17%	15%	.	-7%	9%	CC(=O)Nc1ccc(/C=N/NC(=O)c2cc(-c3ccco3)nc3ccccc23)cc1	-10%	3%
-3%	0	-4%	23%	.	?	9%	COc1ccc(-c2cc(C)no2)cc1S(=O)(=O)N1CCN(c2ccccn2)CC1	-33%	-1%
-9%	-6	-14%	35%	?	-33%	16%[11.4 µM]	Brc1ccc(-c2cn3ccccc3n2)s1	15%[11.4 µM]	?
12%	-7	-3%	28%	.	.	-14%	COc1ccc(C=CC(C)=NNC(=O)c2ccncc2)cc1	-11%	4%
6%	3	-9%	46%[activator]	?	4%	-15%	Cc1cc(OCC(=O)OCC(=O)NCc2ccc3c(c2)OCO3)ccc1Cl	-14%	-28%
8%	2	4%	33%	-2%	-2%[57.1 µM]	14%	Cn1cnc(S(=O)(=O)Nc2ccc(Cl)c(C(F)(F)F)c2)c1	-10%	13%
10%	-6	1%	-8%	32µM*	?	-12%	Cc1ccc2sc(NNC(=O)C3COc4ccccc4O3)nc2c1C (stereo not drawn)	?	?
5%	0	-3%	48%[activator]	?	-25%	7%	Cn1cc(Br)c(C(=O)N2CCCCCC2)n1	-12%	i
4%	-8	2%	17%	0%	1%	4%	CC(C)(C)OC(=O)CN1C(=O)NC2(CCCc3ccccc32)C1=O (stereo not drawn)	-12%	7%
9%	-3	-3%	38%	.	3%	6%	COc1ccnc(Oc2ccc(F)cc2)c1C#N	-5%	-11%
-5%	-22	?	31%[activator]	.	-5%	4%	CCN1C(=O)C(CC(=O)Nc2ccc(Cl)cc2)N(NC(=O)c2ccncc2)C1=S (stereo not drawn)	-15%	0%
-3%	0	2%	25%	?	5%[57.1 µM]	?	CCCCSc1ccc2nc(-c3ccc(C#N)cc3)cn2c1	-4%	20%
11%	1	0%	35%	22%[2.33 µM]	2%	-12%	COc1ccc(CNC(=O)CCn2c(C)csc2=O)cc1	-1%	-9%
3%	11	5%	7%	?	7%	15%	O=C(NC1CC2CCCC(C1)N2C(=O)Nc1ccc(F)cc1)c1ccccc1 (stereo not drawn)	-8%	0%
-12%	-1	4%	16%	-2%[12.7 µM]	-3%	3%	C=CCOc1ccc(/C=C/C(=O)OCc2csc(CC(=O)Nc3ccccc3C)n2)cc1	-5%	375%[activator]
-2%	-7	11%	18%	50µM*	-1%	-29%	CC(=O)c1ccc(NC(=O)/C(=C\c2ccco2)NC(=O)c2ccco2)cc1	-28%	-25%
-11%	3	-12%	18%	-23%	-7%	8%	CS(=O)(=O)c1ccc(C(=O)OCC(=O)c2ccc(Cl)s2)cc1	-5%	-20%
2%	-12	8%	37%	56µM*	?	-18%	O=C(Nc1ccc(Cl)cn1)Nc1cccs1	1%	?
-1%	-3	21%	6%	8%[59 µM]	6%	21%	CC(C)NC(=O)CC(=O)Nc1ccc2nc3n(c(=O)c2c1)CCCCC3	-16%	-11%
-2%	7	-5%	36%	0%[59 µM]	0%	10%	Cn1cc(C(=O)C(F)(F)F)c2ccccc21	22%	0%
5%	0	7%	7%	15%[12.7 µM]	-8%	?	CC(=O)NC(NC(C)=O)c1ccc(Br)cc1	-15%	16%
4%	1	0%	41%[activator]	.	.	-34%	O=[N+]([O-])c1ccc(C=NNC(=S)Nc2ccc(F)cc2)cc1	-3%	-10%
9%	2	1%	19%	-11%	-6%	29%	O=C(CSc1ccc(-c2ccc(F)cc2)nn1)N1CCN(c2ccccc2)CC1	-13%	16%
4%	1	6%	19%	13%	-2%	1%	COc1ccccc1CNC(=O)c1ccc2c(c1)OCO2	-4%	8%
16%	-1	2%	22%	.	.	-11%[56.9 µM]	S=c1[nH]nc(COc2ccccc2)n1-c1ccc(Cl)cc1	-29%	?
12%	-1	-6%	20%[57 µM]	-13%	-1%	3%	O=C(c1cc(COc2ccc(F)cc2Cl)on1)N(Cc1ccncc1)CC1CCCO1 (stereo not drawn)	-17%	0%
-6%	0	2%	59%[activator]	-10%	-18%[57.1 µM]	-51%	CC(=O)Nc1ccc(S(=O)(=O)NCc2cc(=O)n(C)c(=O)n2C)cc1	0%	2%
6%	-1	-3%	45%[activator]	22%	2%	-2%	COc1ccc(N(C(=O)Cn2nnc(-c3ccc(C)o3)n2)C(C(=O)NC2CCCC2)c2ccncc2)cc1 (stereo not drawn)	-13%	-21%
-10%	5	19%	24%	50µM*	8%	5%	CC(NC(=O)COc1ccc(/C=N/NS(=O)(=O)c2ccccc2)cc1)c1ccccc1 (stereo not drawn)	-3%	387%[activator]
6%	-1	2%	-1%	-7%[59 µM]	?	7%	CN(C)C(CNc1ncnc2sc3c(c12)CCCCC3)c1ccco1 (stereo not drawn)	?	-2%
-11%	2	3%	144%[activator]	133%[activator]	58%[activator]	4%	Cc1ccc(CSc2ncnc3c2cnn3-c2ccccc2)cc1	34%	-12%
5%	-1	-2%	20%	10%[12.7 µM]	-11%	-11%	CCOc1ncccc1C(=O)Nc1ccc(S(=O)(=O)Nc2nccs2)cc1	-11%	0%
0%	1	-9%	31%[activator]	?	3%	-15%	CN1CCN(C(=O)/C(=C/c2ccccc2Cl)NC(=O)c2ccccc2)CC1	-9%	0%
7%	3	2%	26%	-1%[59 µM]	-4%	-30%	CCOC(=O)N1CCN(C(=S)NC2CCCCC2)CC1	-1%	3%
-1%	-13	15%	3%	-51%	-3%	-7%	COc1ccc(-c2csc3nc(C)n(-n4cccc4)c(=O)c23)cc1	-9%	?
0%	-1	32%[activator]	31%	?	3%	-12%	COc1cccc(C2CC(c3ccc(F)cc3)Nc3nc(N)nn32)c1 (stereo not drawn)	-30%	433%[activator]
.	-1	-2%	35%	?	-2%	-19%	CCn1nc(C(=O)Nc2nc3ccc(C)cc3s2)c2ccccc2c1=O	-25%	0%
3%	-5	-2%	22%	?	?	-38%	Cc1cc(=O)[nH]c(SCC(=O)Nc2cccc3ccccc23)c1C#N	-24%	-8%
6%	0	3%	31%	14µM*	6%	-13%	CCCCn1c(N)c(N(CC(C)C)C(=O)C2CC(=O)N(Cc3ccccc3)C2)c(=O)[nH]c1=O (stereo not drawn)	-1%	-8%
-12%	-8	15%	34%	-47%	-29%	-5%	CCOc1ccc(NS(=O)(=O)c2ccc3[nH]c(=O)cc(C(=O)O)c3c2)cc1	-20%	-16%
-5%	2	4%	-17%	40µM*	40µM*	38%	C=CCN1C(=O)C(CC(=O)O)SC1=Nc1ccc(N=Nc2ccccc2)cc1 (stereo not drawn)	?	-2%
0%	-1	-9%	11%	-26%[59 µM]	4%[57.1 µM]	-8%	CCN(Cc1ccccc1)C(=O)c1cc2ccc3cccnc3c2[nH]1	-18%	-8%
-10%	0	-3%	33%	?	-33%	-11%	Cc1nonc1NC(=O)CSc1nc2ccccc2cc1C#N	-12%	14%
-5%	2	10%	-3%	-13%	0%	7%	CC(=O)c1c(C)oc2c1C(=O)c1ccccc1C2=O	-21%	-9%
-10%	7	4%	7%	.	.	34%	Cc1ccc(NC(=O)COc2ccc(C(=O)NCCc3ccccc3)cc2)cc1	?	.
19%	-8	8%	27%	6%	-18%	8%	C=C(C)c1cccc(C(C)(C)NC(=O)Nc2ccc(OC)nc2)c1	-17%	4%
-1%	-1	-4%	25%	-24%[59 µM]	-16%	-31%	CCOc1ccc(CNCc2c(C(=O)O)n(Cc3ccccc3C)c3cc(OC)ccc23)cc1OC	-10%	3%
1%	0	2%	25%	.	0%	-23%	O=C(Nc1ccccc1O)c1ccc(NC(=O)C2CC2)cc1	-3%	24%
-1%	5	0%	32%[activator]	50µM*	-15%	-8%	O=C(CSc1nc2ccccc2c(=O)n1-c1ccccc1)N1CCCC1	-2%	-16%&-18%
11%	1	14%	50%[activator]	20µM*	-2%	-13%	Cc1cccc(C)c1OCC(=O)NNC(=S)NC(=O)C1CC1	-13%	?
-6%	-2	-1%	29%	13%[59 µM]	-4%	-12%	CSCC[C@H](NC(=O)COc1ccc(Cl)cc1Cl)c1nc2ccccc2[nH]1	-6%	-1%

Rewritten tab-delimited: entries from further up
SMILES	ERG Ets-DNA blk	PI4K2A inh	GLS inh	HP1b chromo inh	G9a inh	BAZ2B inh	RGS4 inhibitor	JMJD2A Tudor	ALOX12 inh
Cc1cc(=O)[nH]c(SCC(=O)Nc2cccc3ccccc23)c1C#N	3%	-5	-2%	22%	?	?	-38%	-24%	-8%
COc1cccc(C2CC(c3ccc(F)cc3)Nc3nc(N)nn32)c1 (stereo not drawn)	0%	-1	32%[activator]	31%	?	3%	-12%	-30%	433%[activator]

Screening data: PubChem, National Center for Advancing Translational Sciences (NCATS)
